From PubChem
ALOX12 inh – Primary qHTS assay for inhibitors of human arachidonate 12S-lipoxygenase (ALOX12): Round 2; Polyunsaturated fatty acid lipoxygenase ALOX12 (Homo sapiens), P18054; purified 12hLO, xylenol orange hydroperoxide absorbance; Potency, µM (doses to about 108 µM), for the others: top-dose activity change, negative = inhibition, hits mostly inhibitors; actives 1.1% (n = 580,000); further: on the % scale 0 is the no-effect control and ±100 the full control effect
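Purified human 12hLO at 150 nM in 25 mM Hepes, 0.01% Triton X-100, pH 7.0, preincubated 15 min at room temperature with compound. Reaction started with 40 uM arachidonic acid, 30 min at room temperature. Hydroperoxide measured by Fe-xylenol orange, 573/405 nm absorbance ratio.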
RXFP1 agonist – qHTS Assay for Agonists of the Relaxin Receptor RXFP1. actives 0.3% (n = 370,000). Potency, µM (highest dose often 57.5 µM), for the others: at the highest dose activation, usual class: activators. Relaxin receptor 1 (Homo sapiens), Q9HBX9. HEK293T-RXFP1 cAMP TR-FRET, 30 min; response scale: percent of porcine relaxin response, buffer zero; further: on the % scale 0 is the no-effect control and ±100 the full control effect; nearly all actives have a fitted effect of over 60% in size; many of its hits are not listed in these tables
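HEK293 cells stably expressing RXFP1, treated 30 min at 37C with compounds plus PDE4 inhibitor Ro 20174; cAMP measured by HTRF TR-FRET. Normalized to buffer and 29 nM porcine relaxin; EC50 by Hill fit.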
Vif-APOBEC3F blk – qHTS for Inhibitors of Vif-A3F Interactions: qHTS | HeLa A3F-eYFP + Vif (tagged APOBEC3F with the HIV-1 protein that degrades it), YFP fluorescence increase | Potency, µM (doses to about 46.1 µM), without a hit: at the highest dose activity, negative = active | actives 0.2% (n = 390,000) | AID 602313, 2012; further: % of control where 0% means no effect; nearly all actives have a fitted effect of over 65% in size
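Fluorescence increase (Ex 488/Em 500-530) after overnight compound treatment at 37 deg C flags inhibition of Vif-driven A3F-eYFP loss in stable HeLa A3F-eYFP/Vif cells seeded overnight beforehand.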
IDH1 R132H inh – qHTS for Inhibitors of mutant isocitrate dehydrogenase 1 (IDH1): qHTS. IDH1-R132H enzyme, NADPH consumption, diaphorase/resazurin fluorescence. AID 602179, 2012. actives 0.093% (n = 390,000). Potency, µM (top dose mostly 76.6 µM), without a hit: at the top dose activity change, negative = inhibition, hits mostly inhibitors. Isocitrate dehydrogenase [NADP] cytoplasmic (Homo sapiens), O75874; further: on the % scale 0 is the no-effect control and ±100 the full control effect; nearly all actives have a fitted effect of over 65% in size
Target sequence (O75874 whole entry R132H, stated change not applied): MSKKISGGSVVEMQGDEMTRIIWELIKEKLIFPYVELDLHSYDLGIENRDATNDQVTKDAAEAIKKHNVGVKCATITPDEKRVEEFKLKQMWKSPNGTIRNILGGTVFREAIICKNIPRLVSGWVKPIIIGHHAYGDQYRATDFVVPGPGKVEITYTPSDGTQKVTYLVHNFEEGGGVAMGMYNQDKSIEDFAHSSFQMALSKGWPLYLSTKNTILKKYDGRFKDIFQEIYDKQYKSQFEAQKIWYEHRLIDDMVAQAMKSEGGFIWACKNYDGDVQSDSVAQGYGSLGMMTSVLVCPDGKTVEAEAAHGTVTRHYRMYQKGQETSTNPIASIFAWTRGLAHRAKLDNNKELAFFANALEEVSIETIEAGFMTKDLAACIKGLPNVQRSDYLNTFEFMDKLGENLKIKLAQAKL
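IDH1-R132H (0.5 ug/mL) preincubated 30 min with compound, then NADPH (0.016 mM) and alpha-KG (2 mM) added; 80 min at RT, pH 7.5. Remaining NADPH coupled via diaphorase/resazurin to fluorescence (540/590 nm); concentration-response curves normalized to no-enzyme control.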
USP1 inh – Inhibitors of USP1/UAF1: Primary Screen; recombinant USP1/UAF1, Ub-Rhodamine cleavage fluorescence; actives 0.23% (n = 390,000); AID 743255, 2014; Potency, µM (doses to about 57.1 µM), for the others: top-dose activity change, negative = inhibition, most hits filed as inhibitors; further: on the % scale 0 is the no-effect control and ±100 the full control effect; nearly all actives have a fitted effect of over 60% in size; inactives centre near -12
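USP1/UAF1 complex (1 nM) preincubated 15 min at room temperature with compound, then Ub-Rho substrate (150 nM final) added. Kinetic fluorescence at 480/540 nm over 6 reads at 60 s intervals; 50 mM HEPES pH 7.8, 0.5 mM EDTA, 0.1 mg/ml BSA, 1 mM TCEP, 0.01% Tween-20.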
Vif-APOBEC3G blk – qHTS for Inhibitors of Vif-A3G Interactions: qHTS; DNA dC->dU-editing enzyme APOBEC-3G (Homo sapiens), Q9HC16; HeLa A3G-eYFP + Vif (tagged APOBEC3G with the HIV-1 protein that degrades it), YFP fluorescence, overnight; Potency, µM (titrated, usually from 46.1 µM), inactives show top-dose activity, negative = active, usual class: inhibitors; actives 0.076% (n = 410,000); AID 602310, 2012;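 further: on the % scale 0 is the no-effect control and ±100 the full control effect; nearly all actives have a fitted effect of over 60% in size; hits raise eYFP signal because A3G escapes Vif-driven loss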
Target sequence (Q9HC16 whole entry, looked up): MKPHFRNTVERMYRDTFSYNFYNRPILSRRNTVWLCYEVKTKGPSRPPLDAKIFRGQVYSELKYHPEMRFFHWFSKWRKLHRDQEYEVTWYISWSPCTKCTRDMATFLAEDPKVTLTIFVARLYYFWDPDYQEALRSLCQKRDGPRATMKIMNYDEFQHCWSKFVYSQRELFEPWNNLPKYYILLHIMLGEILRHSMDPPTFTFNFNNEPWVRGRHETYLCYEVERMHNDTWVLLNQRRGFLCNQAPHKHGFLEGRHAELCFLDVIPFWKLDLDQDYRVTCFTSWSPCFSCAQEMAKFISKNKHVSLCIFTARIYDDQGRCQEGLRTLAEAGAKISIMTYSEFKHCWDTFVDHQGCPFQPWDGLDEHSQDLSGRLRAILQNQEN
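HeLa cells stably expressing Vif and C-terminally eYFP-tagged A3G, seeded overnight at 37 deg C, then exposed to compound by pintool overnight at 37 deg C. Rise in yellow fluorescence (Ex 488/Em 500-530, Acumen) marks blocked Vif-driven A3G degradation.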
RGS4 inhibitor – Inhibitors of Regulator of G Protein Signaling (RGS) 4: qHTS; Regulator of G-protein signaling 4 (Homo sapiens), P49798; Transcreener GDP fluorescence polarization, RGS4-accelerated GTP hydrolysis; Potency, µM (highest dose often 114 µM), inactives show top-dose activity change, negative = inhibition, actives largely listed as inhibitors; actives 0.039% (n = 390,000); AID 504845, 2011; further: on the % scale 0 is the no-effect control and ±100 the full control effect; nearly all actives have a fitted effect of over 75% in size; some results filed as inactive show a strong effect at the top dose
Target sequence (P49798 whole entry, looked up): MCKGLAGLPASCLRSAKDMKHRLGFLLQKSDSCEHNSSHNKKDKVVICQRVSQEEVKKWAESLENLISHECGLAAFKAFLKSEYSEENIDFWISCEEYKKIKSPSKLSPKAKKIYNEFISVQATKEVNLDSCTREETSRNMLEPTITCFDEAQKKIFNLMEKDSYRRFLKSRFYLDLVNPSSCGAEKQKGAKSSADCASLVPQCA
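MLSMR compounds (23 nl, pin-transferred) preincubated 10 min at room temperature with a 500nM (2x) first reagent, then RGS4 at 900nM (2x) plus Transcreener GDP mix added; fluorescence polarization (620/688 nm) read before and after 90 min at 30 °C.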
TrxR1 substrate – qHTS Assay for Substrates of Mammalian Selenoprotein Thioredoxin Reductase 1 (TrxR1): qHTS; purified TrxR1 substrate turnover, NADPH consumption readout; AID 588456, 2011; Potency, µM (doses to about 114 µM), for the others: top-dose activity change, negative = substrate turnover; Thioredoxin reductase 1, cytoplasmic (Rattus norvegicus), O89049; actives 0.01% (n = 390,000); further: on the % scale 0 is the no-effect control and ±100 the full control effect; nearly all actives have a fitted effect of over 50% in size
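Rat TrxR1, dispensed at 90 nM, was prereduced with 400 uM NADPH (final) for 5 min at ~22 deg C, then incubated with compound 15 min before 400 uM selenite. A first-read NADPH fluorescence drop versus no-compound background flagged substrates.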
rTrxR1 inhibitor – qHTS Assay for Inhibitors of Mammalian Selenoprotein Thioredoxin Reductase 1 (TrxR1): qHTS | Thioredoxin reductase 1, cytoplasmic (Rattus norvegicus), O89049 | Potency, µM (doses to about 114 µM), inactives show at the highest dose activity change, negative = inhibition, usual class: inhibitors | actives 1% (n = 390,000) | recombinant rTrxR1, NADPH fluorescence consumption, selenite substrate; further: on the % scale 0 is the no-effect control and ±100 the full control effect; nearly all actives have a fitted effect of over 65% in size
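Rat TrxR1 (90 nM in the dispensed reagent) was pre-reduced with 400 uM NADPH for 5 min at room temperature, then incubated with compound for 15 min. After 400 uM selenite was added, NADPH fluorescence (Ex 340/Em 450 nm) was followed for 8 min.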
Active calls of the source: *; ? = inconclusive; · = not tested or not shown; [ ] = dose if it differs, or a comment. The call rests on the fitted dose curve; in most records, active means well fitted curve in the direction sought with a large enough effect; inconclusive means small, poorly fitted or top-dose-only effect, or another doubt; inactive means no such curve, though single readings can be large; an effect the other way counts as inactive or inconclusive. Potency means the concentration at half of the fitted maximal effect.

Fields: IDH1 R132H inh | ALOX12 inh | USP1 inh | Vif-APOBEC3F blk | Vif-APOBEC3G blk | RXFP1 agonist | rTrxR1 inhibitor | TrxR1 substrate | RGS4 inhibitor
- Cc1c(C(c2ccccc2Cl)c2c(O)c3ccccc3oc2=O)c(=O)n(-c2ccccc2)n1C (stereo unspecified)
    3.6% | 0.0% | -15.5% | 9.8% | 4.5% | 0.1% | 17.6%[57.1 µM] | -8.3%[57.1 µM] | -4.3%
- COc1ccc(NC(=O)c2cn(CCC#N)nc2-c2ccc(OC)c(OC)c2)cc1
    1.9% | -7.7% | -22.1% | 3.7% | -0.3% | 4.8% | 26.2% | 7.5% | -12.3%
- N#CC(C#N)=NNc1ccc(S(N)(=O)=O)cc1
    -20.2% | -2.8% | -27.7% | -5.3% | 5.9% | 0.3% | -18.3% | -5.0% | -0.1%[11.4 µM]
- Cc1ccc(-c2nc3ccccc3c(=O)n2-c2ccncc2)cc1
    2.9% | -9.3% | -6.9% | -4.6% | 1.0% | 0.1% | 9.8%[57.1 µM] | 7.4%[57.1 µM] | -8.1%
- Oc1c(Br)c(Br)c(Br)c(Br)c1Br
    -4.2% | · | ? | -1.3% | -10.8% | -0.1% | ? | -0.6% | -9.3%
- COC(=O)C1=C(c2ccc(F)cc2OCc2ccccc2)C[C@@H]2CC[C@H]1N2C(=O)NCCO
    -2.1% | · | -15.9% | 2.3% | -3.1% | -0.5% | 2.0%[57.1 µM] | 4.5%[57.1 µM] | -13.1%
- CS(=O)(=O)N1CCCC(C(=O)N2CCC3(CC2)OCCO3)C1 (stereo unspecified)
    3.4% | 16.1% | -8.9% | 3.1% | -1.2% | -0.3% | 24.1% | -2.6% | -4.2%
- CN1C2CCC1/C(=C/c1ccccn1)C(=O)/C2=C\c1ccccn1
    1.2% | 16.6% | -15.4% | 17.9% | ? | -0.7% | ? | 5.0%[57.1 µM] | -51.7%
- O=C1NC(=O)C(CCOc2ccccc2)(CCc2ccccc2)C(=O)N1
    2.0% | -5.6% | -26.8% | 2.3% | -0.5% | · | 0.0%[11.4 µM] | -1.1%[11.4 µM] | 13.0%
- CN(C)C(=O)Oc1cccc(NC(=O)N2CCOCC2)c1
    0.6% | 119.9%[activator] | -4.4% | 0.6% | 0.3% | 2.1% | 13.4% | -0.8% | -10.5%
- CCN1CCN(Cc2cc(OC)c(OC)cc2[N+](=O)[O-])CC1
    2.7% | ? | -12.5% | -2.4% | 1.6% | -1.1% | -9.5% | -0.8% | -7.3%
- O=CNc1ccc(OP(=O)(Oc2ccccc2)Oc2ccccc2)cc1
    2.5% | -3.1% | -4.3% | -5.2% | -12.5% | -5.0% | 19.8% | 4.1% | 6.9%
- Cc1ccc(C(O)(c2ccc(C)c(C)c2)C2CN3CCC2CC3)cc1C (stereo unspecified)
    -6.4% | ? | -6.3% | -1.2% | 3.3% | 0.7% | 27.5% | -0.5% | 11.3%
- CCC(C)N1C(=O)/C(=C\c2ccc(N3CCCCCC3)cc2)C(=O)NC1=S (stereo unspecified)
    -1.2% | ? | -6.7% | 22.4µM* | -1.0% | 0.1% | 8.91µM* | 4.5%[57.1 µM] | ?
- O=[N+]([O-])c1[nH]cnc1Br
    6.3% | 1.2% | -16.6% | 9.4% | -0.3% | · | -21.3% | -9.3% | 1.8%
- CCC1(C(=O)c2ccccc2)C2c3ccccc3OC(=O)C21C(C)=O (stereo unspecified)
    0.0% | ? | -22.1% | -1.7% | -5.4% | -0.2% | 0.2% | -2.3% | -10.8%
- CCOP(=O)(OCC)C(O)c1ccc2c(c1)OCO2 (stereo unspecified)
    2.1% | ? | -6.0% | -0.4% | 1.6% | 0.9% | 17.9% | 4.8% | 9.3%
- CCS(=O)(=O)CCSP(=O)(OC)OC
    9.2% | 10.1% | 1.7% | -6.2% | 0.9% | · | 7.6%[57.1 µM] | 10.4% | 34.0%
- O=C1CN=C(c2ccc(Br)cc2)c2oc3ccccc3c2N1
    0.6% | -24.3% | -8.2% | -2.9% | -0.8% | -0.6% | 9.1% | 1.0% | 11.3%
- COc1cccc(NC(=O)[C@@H](NC(=O)N2C[C@H]3C[C@@H](C2)c2cccc(=O)n2C3)C(C)C)c1
    -5.9% | -9.5% | -16.3% | -0.8% | -0.2% | -1.2% | 9.3% | -1.5% | -16.9%

Remaining list, next part.
Fields: IDH1 R132H inh | ALOX12 inh | USP1 inh | Vif-APOBEC3F blk | Vif-APOBEC3G blk | RXFP1 agonist | rTrxR1 inhibitor | TrxR1 substrate | RGS4 inhibitor
- O=C(O)c1ccc(Cl)nc1
    2.3% | -2.5% | -1.8% | 2.3% | 3.5% | 2.8% | -14.4% | -7.4% | 8.9%[11.4 µM]
- COc1cccc(N(C(C)=O)C2=NCCCS2)c1
    0.0% | 4.1% | -17.7% | 1.1% | 1.1% | 0.2% | 17.9% | 4.1% | -0.8%
- O=[N+]([O-])c1ccc(N2CCCCC2)c2ncccc12
    24.5% | -7.1% | -12.2% | -0.1% | -8.1% | -2.5% | 24.3%[57.1 µM] | 5.4%[57.1 µM] | 33.3%
- COC(=O)C1=C(c2ccc(C(C)=O)cc2)C[C@@H]2CC[C@H]1N2C(=O)NCc1ccc(F)cc1
    12.6% | -9.8% | -33.6% | -9.6% | -0.9% | -0.4% | 28.3% | 8.7% | 7.0%
- COc1ccc2c(c1)/C(=C/c1cnc[nH]1)C(=O)N2
    0.3% | 9.5% | -29.7% | 6.4% | -11.8% | 0.5% | 10.9%[57.1 µM] | 4.1%[57.1 µM] | ?
- CCN(CC)CCCOC(=O)C(OC(C)C)(c1ccccc1)c1ccccc1
    2.9% | ? | 9.8% | -6.7% | 0.9% | -0.7% | -6.7% | -7.4% | 14.6%
- O=C(OCCN1CCOCC1)C1(c2ccccc2)CCCC1
    5.0% | -7.6% | -9.7% | 9.8% | -0.4% | 0.7% | 24.8%[57.1 µM] | 2.3%[57.1 µM] | 10.1%
- c1ccc(C(c2ccccc2)c2ccncc2)cc1
    1.2% | -2.8% | -10.8% | 0.4% | 0.8% | · | 13.3%[57.1 µM] | -4.4% | -12.7%
- CC(Cc1ccccc1)NC(N)=O (stereo unspecified)
    -4.0% | 23.1% | -18.5% | -0.2% | 4.1% | 0.1% | 4.3% | -3.4% | 2.5%
- COc1cc(/C=C/c2nc3ccccc3c(=O)n2-c2ccccc2O)ccc1O
    21.1% | ? | ? | ? | ? | 0.1% | 4.4%[57.1 µM] | 8.4%[57.1 µM] | -3.6%
- CC12CC[C@H]3[C@@H](CCC4(O)C[C@H](O)CCC34/C=N/NC(=O)c3ccccc3F)C1(O)CCC2C1=CC(=O)OC1 (stereo partly specified)
    -2.5% | -21.7% | -18.0% | ? | -15.3% | 0.0% | 20.2% | 7.5% | 21.3%
- CCN(CC)C(=O)COc1cc(C)cc2oc(=O)c3c(c12)CCCC3
    -0.1% | -11.7% | -3.6% | -0.7% | -7.0% | 2.2% | 50.2%[activator] | 87.8%[activator] | 23.4%
- COC(=O)C1=C(c2ccc(F)cc2OCc2ccccc2)C[C@@H]2CC[C@H]1N2C(=O)NCCOc1ccccc1
    1.5% | -6.8% | ? | -3.3% | -8.2% | 0.4% | 17.1%[57.1 µM] | 4.7%[57.1 µM] | -25.4%
- Cc1ccc(-n2c(/C=C/c3cccs3)nc3ccccc3c2=O)cc1C
    · | 0.8% | -21.2% | · | · | 3.0% | 5.4%[57.1 µM] | 0.4%[57.1 µM] | -12.0%
- COc1ccc(-c2nc(CSCC(=O)N3CCC4(CC3)OCCO4)c(C)o2)cc1OC
    -0.5% | -24.1% | -14.4% | -0.3% | 5.4% | -2.5% | -0.7% | 23.1% | 5.0%

Among those listed so far, 2 have a cyano group:
Fields: IDH1 R132H inh | ALOX12 inh | USP1 inh | Vif-APOBEC3F blk | Vif-APOBEC3G blk | RXFP1 agonist | rTrxR1 inhibitor | TrxR1 substrate | RGS4 inhibitor
- COc1ccc(NC(=O)c2cn(CCC#N)nc2-c2ccc(OC)c(OC)c2)cc1
    1.9% | -7.7% | -22.1% | 3.7% | -0.3% | 4.8% | 26.2% | 7.5% | -12.3%
- N#CC(C#N)=NNc1ccc(S(N)(=O)=O)cc1
    -20.2% | -2.8% | -27.7% | -5.3% | 5.9% | 0.3% | -18.3% | -5.0% | -0.1%[11.4 µM]

Not all compounds are listed (hit frequency here may not be typical).
